# From PubChem
# mHTT-CaM PPI inh: mutant huntingtin-calmodulin interaction inhibitors – biochemical, AlphaScreen, primary screen; AlphaScreen His-mHTT/GST-CaM binding, luminescence; inhibition, % at 15 µM; actives 3.6% (n = 190,000); AID 1671202, 2021;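 also: 0% = both proteins with DMSO and 100% = one protein alone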
# Pf apPOL block: Pf-apPOL inhibitors, biochemical, fluorescence | Plasmodium falciparum apicoplast DNA polymerase (apPOL) | Recombinant Pf-apPOL, molecular beacon fluorescence, 1.5 h | inhibition, % at 10 µM | actives 0.25% (n = 210,000)
# An asterisk follows results filed as active; i = inactive; . = not tested or not shown; & = joins results of further samples; ! = a repeat was not active. Rule as the data show it: active = inhibition above about 50%; inactive = the rest. Compounds as they come. Share with any hit: about 3.5%.
# Every second line gives: mHTT-CaM PPI inh, Pf apPOL block
- CCCCCCCCCCCCCCCC(=O)OC[C@H](COP(=O)(O)OCCNC(=O)[C@H](C)NC(=O)CC[C@@H](NC(=O)[C@H](C)NC(=O)[C@@H](C)OC([C@H](C=O)NC(C)=O)[C@H](O)[C@H](O)CO)C(N)=O)OC(=O)CCCCCCCCCCCCCCC (stereo not given in full)
  ., -1
- COc1ccc(-c2nnc(SCc3cccc(C(F)(F)F)c3)o2)cc1OC
  32, 0
- CCOc1ccc(C2=Nn3c(nnc3-c3cccnc3)SC2)cc1Cl
  4, -2
- Cn1nc(C(=O)NCc2ccccc2)c2c1CCN(C(=O)c1ccc(F)cc1)C2
  19, 3
- Clc1ccccc1-c1nnc2cccc(Cl)n12
  -3, -3
- O=C(CSc1nnnn1-c1ccccc1)Nc1ccc(-n2cnnn2)cc1
  2, -2
- CCC(=O)N1N=C(CC)CC1(O)c1ccc(Br)cc1 (stereo not given)
  6, -4
- O=C(Nc1cccc(-c2nc3ccccc3[nH]2)c1)c1ccc([N+](=O)[O-])cc1
  84*!, 2&-14
- O=C(c1ccccc1)N1CCCC2(C1)Nc1cccnc1NC2=NC1CCCC1 (stereo not given)
  1, -1
- CCNc1nccc(N2CCC(CC(=O)NCc3cccc(Cl)c3)CC2)n1
  8, 1
- O=[N+]([O-])c1ccc(C(O)CN2CCN(Cc3ccccc3)CC2)cc1 (stereo not given)
  3, 0
- CCOC(=O)C1C(=O)C=C(c2ccc(OC)cc2)CC1c1cccc(OC)c1OC (stereo not given)
  4, -6
- c1ccc2c3c([nH]c2c1)CCCCCC3
  ., -7
- O=S(=O)(NCCOC12CC3CC(CC(C3)C1)C2)c1cccc2nsnc12
  9, -1
- CCC1CN2C=NC(N3CCN(C(=O)c4cccc(OC)c4OC)CC3)=CC2=N1 (stereo not given)
  7, -2
- Cc1cccc(CNC(=O)C2c3ccccc3CC(=O)N2C(C)C)c1 (stereo not given)
  -5, -1
- CN1CCN(c2ccc(C(=O)c3ccc(F)cc3)cc2)CC1
  -1, -4
- CC(C)(C)c1cc(C(F)(F)F)c(C#N)c(=S)[nH]1
  1, .
- OC(c1ccccn1)c1c[nH]c2ccccc12 (stereo not given)
  ., 4
- CCC(=O)Oc1cc2oc(CC)c(-c3ccc4c(c3)OCCO4)c(=O)c2cc1CC
  -1, 0
- Cc1nc2ccc(NC(=O)CCN3C(=O)c4ccccc4C3=O)cc2s1
  3, 3
- O=C(Cn1nc2c(cc1=O)CCCC2)NCc1ccc(Cl)cc1
  -3, 3
- COc1ccc(CC(=O)N2CCc3c(nc4cc[nH]n4c3=O)C2)cc1Cl
  5, 0
- CCOc1nccnc1N1CCC(NS(=O)(=O)c2cccs2)C1 (stereo not given)
  8, 1
- CC1(C)CC(=O)C2=C(C1)Nc1nc(C(F)(F)F)nn1C2c1cccc(Cl)c1 (stereo not given)
  -1, -7
- O=C(Cc1ccc(F)cc1)Nc1c2c(nn1-c1ccc(Cl)cc1)CS(=O)(=O)C2
  4, -5
- CCN(CC)CC#CC(O)(c1ccccc1)c1ccccc1
  -7, 3
- CCOc1ccc(NC(=O)C2CN(C(=O)c3ccncc3)CC23CCCCC3)cc1 (stereo not given)
  11, -4
- COc1cccc(/C=C2/SC(=Nc3ccccc3)NC2=O)c1O
  25, -4
- O=CC1C(=O)Nc2ccccc21 (stereo not given)
  -3, .
- Cn1c(=O)c2c(ncn2CN2C(=O)c3ccccc3C2=O)n(C)c1=O
  3, -1
- COc1ccc([N+](=O)[O-])cc1N1C(=O)C2C3C=CC(O3)C2C1=O (stereo not given)
  1, -4
- CCc1cc(-c2n[nH]c(C)c2-c2ccccc2)c(O)cc1O
  69*, 0
- CCOC(=O)CNC(=O)N1CC(CC)Oc2ccccc21 (stereo not given)
  -4, -1
- FC(F)(F)c1cc(CN[C@H]2CCC23CCC(c2ccccc2)CC3)ccc1Cl (stereo not given in full)
  -44, -7
- COc1ccc(C(=O)N2CCC3(C2)Nc2cccnc2NC3=NC(C)(C)C)c(OC)c1 (stereo not given)
  28, -3
- COc1ccccc1-c1nc(C2CCN(C(=O)Cc3c[nH]c4ccccc34)CC2)no1
  76*, -6
- CCN(CC)S(=O)(=O)c1cccc(C(=O)Nc2ccc(C(C)=O)cc2)c1
  2, 0
- N/C(CN1CCCC1=O)=N\OC(=O)c1ccc(Cl)cc1
  i, 44
- CCOc1ccc(CN2CCCC2c2c(C)noc2CC)cc1 (stereo not given)
  -52, -3

# 3 structures already listed, ordered by number of heavy atoms, high to low:
# Every second line gives: mHTT-CaM PPI inh, Pf apPOL block
- FC(F)(F)c1cc(CN[C@H]2CCC23CCC(c2ccccc2)CC3)ccc1Cl (stereo not given in full)
  -44, -7
- CCOc1ccc(CN2CCCC2c2c(C)noc2CC)cc1 (stereo not given)
  -52, -3
- CCOC(=O)CNC(=O)N1CC(CC)Oc2ccccc21 (stereo not given)
  -4, -1

# Further structures.
# Every second line gives: mHTT-CaM PPI inh, Pf apPOL block
- O=S(=O)(Cc1ccccc1)N1CCC(c2nc(C3CC3)no2)C1 (stereo not given)
  -8, -7
- O=C(Nc1nncs1)C1CC1c1ccccc1 (stereo not given)
  2, -2
- COc1ccc(CNC(=O)C2(C)CCCN(C(=O)c3ccc(F)cc3)C2)cc1 (stereo not given)
  -3, -3
- CCCCNCCS(=O)(=O)NCc1ccccc1OC
  6, -3
- COc1ccc(CN2CCc3cc(OC)c(OC)cc3C2)cc1
  -2, 0
- Cc1ccc(N2CCC(NC(=O)c3ccc(C#N)cc3)C2=O)cc1C (stereo not given)
  -8, 3
- O=S(=O)(c1ccccc1)N1CCC2(CC1)NCCN=C2NCc1ccc(F)cc1
  -4, 1
- N#CC1=C(N)Oc2cc(N)ccc2C1c1ccccc1Br (stereo not given)
  25, -6
- COc1cccc(CNC(=O)C2(C)CCCN(C(=O)CSc3ccccc3)C2)c1 (stereo not given)
  7, 5
- Cc1ccc(C(=O)NC2CCCC2)c(C2CCNCC2)n1
  -7, -2
- COc1ccc(C(=O)Nc2nccs2)cc1S(=O)(=O)N1CCOCC1
  -4, -6
- CC12CC(NC(=O)N1c1ccc(F)cc1)c1ccccc1O2 (stereo not given)
  -5, -2
- O=C(C1=CN(c2ccc(F)c(F)c2)c2ccccc2S1(=O)=O)N1CCOCC1
  0, -2
- COc1ccc2c(c1C)OC(C)(C)CC2=O
  ., 7&-2
- O=[N+]([O-])c1ccc(/C=N/OCc2cccc(Br)c2)cc1
  i, 1
- O=c1/c(=C/c2ccc(Cl)cc2)sc2nc(-c3ccccc3)nn12
  2, -3
- Cc1ccc(C)c(N2CCN(C(=O)C3CCN(c4ccncc4)CC3)CC2)c1
  0, -3
- O=C(NC1CC1)C1CCCN(S(=O)(=O)N2CCCCCC2)C1 (stereo not given)
  -7, -4
- CCC(=O)Oc1ccc2c(=O)c(-c3ccc(Br)cc3)c(C)oc2c1
  1, 7
- O=C(CN(c1cc(C(F)(F)F)ccc1Cl)S(=O)(=O)c1ccccc1)NC1CCCC1
  2, -16
- CN(Cc1ccccc1)C(=O)C1CCN(S(=O)(=O)c2ccc(F)cc2)CC1
  2, -20
- O=C1NC(=S)S/C1=C/N1CCOCC1
  -3, .
- CS(=O)(=O)Nc1cccc(NC(=O)c2ccc(=O)n(Cc3ccccc3)n2)c1
  1, -34
- O=C(Nc1ccc([N+](=O)[O-])cc1)c1ccc(Cl)cc1Cl
  -4, -2
- CC1CCc2onc(C(=O)N3CCN(c4ccccn4)CC3)c2C1 (stereo not given)
  -3, -2
- CC1CCN(S(=O)(=O)N(C)C)CC1
  -5, .
- CC(C)(C)C1CCC(=O)N(CCC#N)CC1 (stereo not given)
  -2, 1
- O=C1CCC[C@@H]2Cc3nc4ccc(O)cc4cc3[C@@H]3CCN1[C@H]23
  30, 12
- C=CCOc1ccc(C(O)=C2C(=O)C(=O)N(CCCn3ccnc3)C2c2cccnc2)cc1 (stereo not given)
  -1, -1
- COc1ccc(NS(=O)(=O)c2ccc(NS(=O)(=O)c3ccc(OC)c(OC)c3)cc2)cc1
  4, -9
- Cc1ccc(C(=O)N2CC(=O)Nc3ccc(F)cc3C2c2ccc(F)cc2)cc1C (stereo not given)
  11, -3
- Cc1ccc(CNC(=O)c2cnn3c(C)c(Cc4cccc(Cl)c4)c(C)nc23)cc1
  4, -5
- Cc1ccc(C)c(N2CCN(Cc3cc4c(cc3[N+](=O)[O-])OCO4)CC2)c1
  32, -7
- O=C(Nc1c2c(nn1-c1cccc(Cl)c1)CS(=O)C2)c1ccccc1Cl (stereo not given)
  0, -2
- O=[N+]([O-])c1ccc(Oc2cncc(Cl)c2)c(-c2nnc(-c3ccc(C(F)(F)F)cc3)o2)c1
  ., -3&-4
- COc1ccc(NC2=CC(c3cccc(OC)c3)N(c3ccc(OC)cc3)C2=O)cc1 (stereo not given)
  7, -4
- COc1ccc(C(=O)Nc2ccc(-c3nc4ncccc4o3)cc2)cc1OC
  2, -3
- COc1cccc(NC(=O)N2CCC(CCOc3ccncc3)CC2)c1
  -4, -12
- CC(NC=O)c1ccc(Br)cc1 (stereo not given)
  2, 6
- O=c1c2cc(O)ccc2oc2ccc(O)cc12
  18&31, 0

# Reformatted with bars between the fields: part of the list above.
SMILES | mHTT-CaM PPI inh | Pf apPOL block
CC(C)(C)C1CCC(=O)N(CCC#N)CC1 (stereo not given) | -2 | 1
O=C1CCC[C@@H]2Cc3nc4ccc(O)cc4cc3[C@@H]3CCN1[C@H]23 | 30 | 12
C=CCOc1ccc(C(O)=C2C(=O)C(=O)N(CCCn3ccnc3)C2c2cccnc2)cc1 (stereo not given) | -1 | -1
COc1ccc(NS(=O)(=O)c2ccc(NS(=O)(=O)c3ccc(OC)c(OC)c3)cc2)cc1 | 4 | -9
Cc1ccc(C(=O)N2CC(=O)Nc3ccc(F)cc3C2c2ccc(F)cc2)cc1C (stereo not given) | 11 | -3
Cc1ccc(CNC(=O)c2cnn3c(C)c(Cc4cccc(Cl)c4)c(C)nc23)cc1 | 4 | -5

# Next part.
# Every second line gives: mHTT-CaM PPI inh, Pf apPOL block
- CCc1ccccc1NC(=O)CN1CCC(c2nc(-c3ccccc3)no2)CC1
  22, 5
- CC(C)c1ccc(N2C(=O)CN(Cc3ccccc3)C3CS(=O)(=O)CC32)cc1 (stereo not given)
  -13, -8
- CN(C)C=C(C#N)c1ccc(Oc2ccc(C(F)(F)F)cn2)cc1
  ., 0
- O=c1/c(=C/c2ccccn2)sc2n1CN(c1ccccc1)CN=2
  -6, -2
- COc1cc(OC)cc(C(=O)Nc2c3c(nn2-c2ccc(C)cc2)CSC3)c1
  5, 5
- CC(=O)c1c(C)nn(C(=O)N2CCOCC2)c1C
  1, -2
- CSc1ccc(S(=O)(=O)Nc2c(C)cc(OCC(=O)N3CCOCC3)cc2C)cc1
  13, -4
- CCOC(=O)CC1(NC(=O)N2CCCC2c2ccccc2Cl)CCCCC1 (stereo not given)
  11, 1
- N#CC1=C(N)OC2=C(C(=O)CC(c3ccccc3)C2)C1c1cccc(Br)c1 (stereo not given)
  11, -1
- O=C1CC(Nc2ccc(F)cc2)C(=O)N1Cc1ccccc1 (stereo not given)
  -6, 0
- COc1cccc(N(Cc2ccccc2F)S(C)(=O)=O)c1
  3, 7
- O=C(Cc1cnn(-c2ccccc2)c1)c1ccc(O)c(O)c1O
  45, -20
- Cc1ccccc1NC(=O)c1ccc(Cn2cncn2)cc1
  -1, 2
- O=C(c1ccc2nsnc2c1)N1CCN(C(=O)C2CC2c2cccs2)CC1 (stereo not given)
  -6, -6
- CCc1cccc(CC)c1NC(=O)c1cccc(F)c1
  -7, -1
- CSc1ccc(S(=O)(=O)N(CC(=O)N2CCOCC2)c2ccc(C)cc2)cc1
  16, -2
- COc1ccc(CCNc2c([N+](=O)[O-])c(=O)oc3ccccc23)cc1OC
  3, -3
- O=c1[nH]c2ccc(N=Cc3cc([N+](=O)[O-])cc([N+](=O)[O-])c3O)cc2[nH]1
  5, -1
- COc1ccccc1NC(=O)CN(c1ccccc1)S(=O)(=O)c1ccccc1
  -4, 4
- CN(CC(=O)Nc1ccccc1)S(=O)(=O)c1ccc(Br)cc1
  1, -4
- CC(C)(C)C(=O)N1CCC(CCOc2ccccc2)CC1
  -27, -5
- COc1ccc(C(=O)COc2ccc3c(=O)c(Oc4ccccc4OC)c(C)oc3c2)cc1
  3, -9
- COc1ccc(NC(C)=O)c(NC(=O)c2c(-c3ccccc3Cl)noc2C)c1
  ., -1&2
- CCOC(=O)N1CCN(C(=O)Nc2nc(CC(=O)NCc3cccs3)cs2)CC1
  -12, -4
- O=C(CCN1C(=O)CSC1c1ccc(F)cc1)N1CCOCC1 (stereo not given)
  -4, -1
- CC1=C(C(=O)NCc2cccc(Cl)c2)C2(CCCCC2)OC1=O
  -13, 0
- CCCN(C(=O)C1CCN(c2ncnc3c2nc2n3CCCCC2)CC1)c1ccccc1C
  17, -3
- CC(C)n1cc2cc(C(=O)NCCCN3CCCCC3)sc2c1
  15, -6
- O=c1n(-c2ccc(F)cc2)nc2n1CCCN2
  ., -7
- NC(=O)c1cccc(C(N)=O)c1F
  ., 6
- CCc1c(O)c2ccccc2n(C)c1=O
  ., -12
- Cc1ccc(NC(=O)N2CCC(c3nc(CCNC(=O)C4CC4)cs3)CC2)cc1Cl
  28, -1
- CC1CN2C=NC(N3CCN(C(=O)Nc4cccc(C(F)(F)F)c4)CC3)=CC2=N1 (stereo not given)
  4, 2
- O=C1CC(NCc2ccc3c(c2)OCO3)C(=O)N1c1ccc(-c2nc3ccccc3o2)cc1 (stereo not given)
  33, 0
- O=C(Nc1ccccc1)c1cccc(S(=O)(=O)Nc2ccc(F)cc2)c1
  -8, 5
- COC(=O)c1ccc(CON=C(N)c2c(-c3c(Cl)cccc3Cl)noc2C)o1
  ., -3
- Cn1ncc(C(N)=O)c1[N+](=O)[O-]
  ., 2
- COc1cccc(C2=CC(c3cccc(F)c3)n3ncnc3N2)c1 (stereo not given)
  3, -2
- N#CCCN1CCCN(CCC#N)CCN(CCC#N)CCCN(CCC#N)CC1
  ., 1
